High-throughput results as filed in PubChem.
AMA1-RON2 inh = qHTS for Inhibitors of AMA1-RON; Towards Development of Antimalarial Drug Lead: Primary Screen; Plasmodium falciparum AMA1 (3D7) - RON2 peptide interaction; AlphaScreen AMA1-biotinylated RON2 peptide binding; Potency, µM (top dose mostly 58.2 µM), for the others: top-dose activity change, negative = inhibition, most hits filed as inhibitors; actives 0.2% (n = 360,000);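 note: potency is the fitted concentration of half-maximal effect; 0% = vehicle wells and -100% = peptide control; nearly all actives have a fitted effect of over 45% in size; some results filed as inactive show a strong effect at the top dose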
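AMA1 (3D7) with his tag at 25 nM final met compounds first, then biotinylated RON2 peptide at 25 nM; detection used donor plus acceptor beads, 10 µg/mL apiece, read by AlphaScreen after 30 min at room temperature.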
Pf growth 96h = Primary qHTS for delayed death inhibitors of the malarial parasite plastid, 96 hour incubation; actives 6.9% (n = 320,000); Potency, µM (titrated, usually from 28.7 µM), for the others: top-dose activity change, negative = inhibition, actives largely listed as inhibitors; AID 504834, 2011; P. falciparum luciferase reporter growth, 96 h; note: potency is the fitted concentration of half-maximal effect; % is set by controls: 0 for no effect and ±100 for the full control effect
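Luminescence readout: decreased luciferase signal marks inhibited growth of reporter-expressing P. falciparum in infected red cells (2% hematocrit, 0.05% parasitemia final), exposed to compound two generations (96 h, 37 C, 5% CO2).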
Cycloheximide cs = Cycloheximide Counterscreen for Small Molecule Inhibitors of Shiga Toxin | actives 12% (n = 300,000) | AID 2314, 2010 | cell reporter, cycloheximide protein synthesis inhibition counterscreen | max response, %; in the data active = max response mostly above about 13%, no sharp cut-off; inactive = mostly below about 14%; note: read at 38.3 µM for the half of the compounds with a filed dose; 0% is about no effect
TbPYK inhibitor = qHTS of Trypanosoma Brucei Inhibitors; Potency, µM (top dose mostly 76.8 µM), inactives show at the highest dose activity, negative = inhibition, most hits filed as inhibitors; pyruvate kinase (Trypanosoma brucei), Q57TT1; actives 0.12% (n = 410,000); TbPYK enzyme, Kinase-Glo Plus ATP luminescence, 45 min; note: potency is the fitted concentration of half-maximal effect; % is set by controls: 0 for no effect and ±100 for the full control effect; nearly all actives have a fitted effect of over 50% in size
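Activity of T. brucei pyruvate kinase was followed by Kinase-Glo Plus luminescence after the enzyme reacted 45 min at room temperature with 130 uM ADP (final) and substrate. Test compounds were added before ADP at multiple concentrations.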
Pf growth 48h = Primary qHTS for delayed death inhibitors of the malarial parasite plastid, 48 hour incubation. Potency, µM (doses to about 28.7 µM), without a hit: at the top dose activity change, negative = inhibition, actives largely listed as inhibitors. actives 5.9% (n = 310,000). AID 504832, 2011. P. falciparum luciferase growth in erythrocytes, 48 h; note: potency is the fitted concentration of half-maximal effect; % is set by controls: 0 for no effect and ±100 for the full control effect
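A one-generation exposure of luciferase-tagged malaria parasites in RPMI 1640/Albumax erythrocyte culture, 37 C and 5% CO2. Inhibition is inferred from decreased luminescence after adding detection reagent.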
LmPK inh = qHTS Assay for Inhibitors of Leishmania Mexicana Pyruvate Kinase (LmPK); purified LmPK, Kinase-Glo ATP luminescence, 1 h; Potency, µM (highest dose often 57.5 µM), inactives show top-dose activity change, negative = inhibition, usual class: inhibitors; actives 0.37% (n = 290,000); note: potency is the fitted concentration of half-maximal effect; % is set by controls: 0 for no effect and ±100 for the full control effect
Target sequence (Q27686 whole entry, looked up): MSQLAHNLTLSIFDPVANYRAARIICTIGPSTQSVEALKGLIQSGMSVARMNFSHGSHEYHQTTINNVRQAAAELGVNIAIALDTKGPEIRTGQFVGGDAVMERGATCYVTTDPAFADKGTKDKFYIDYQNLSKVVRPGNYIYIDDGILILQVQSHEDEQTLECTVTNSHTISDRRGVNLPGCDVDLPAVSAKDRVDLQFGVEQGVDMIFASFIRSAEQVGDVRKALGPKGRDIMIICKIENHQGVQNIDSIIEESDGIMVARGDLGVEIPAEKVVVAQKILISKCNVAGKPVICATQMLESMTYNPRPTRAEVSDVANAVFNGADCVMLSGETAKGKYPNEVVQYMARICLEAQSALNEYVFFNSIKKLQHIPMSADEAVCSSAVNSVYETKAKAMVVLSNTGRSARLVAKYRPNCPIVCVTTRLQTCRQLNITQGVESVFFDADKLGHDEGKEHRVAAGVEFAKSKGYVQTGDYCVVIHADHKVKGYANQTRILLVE
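Kinase-Glo luminescence read after 1 h RT reaction of 0.1 nM LmPK with 0.5 mM PEP and 0.1 mM ADP. Activity scaled between uninhibited and enzyme-free controls.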
Shiga inhibitor = A qHTS for Small Molecule Inhibitors of Shiga Toxin. Vero cells, Shiga toxin protein synthesis inhibition reporter. inhibition, % at 38.7 µM. actives 9.2% (n = 290,000). AID 2315, 2010; in the data active = inhibition mostly above about 28%, no sharp cut-off; inactive = mostly below about 43%; note: 0% is about no effect
* marks the source's active call; other numbers are inactive results; ? = inconclusive; . = no result given; [ ] = another dose, or the depositor's remark. Unless noted, calls come from the whole dose curve; as a rule, active = well fitted curve in the direction sought with a large enough effect; inconclusive = small, poorly fitted or top-dose-only effect, or another doubt; inactive = no such curve, though single readings can be large; an effect the other way counts as inactive or inconclusive. Not a hit list, and some 21% of all compounds hit somewhere here.

nr | molecule | AMA1-RON2 inh | Pf growth 96h | Cycloheximide cs | TbPYK inhibitor
1 | C[C@H](NC(=O)c1nc[nH]c1C(=O)NCc1ccccc1)C(=O)OC(C)(C)C | 78%[activator] | ? | -1 | -2%
2 | COCCn1nnnc1C(c1cc2ccc(OC)cc2[nH]c1=O)N1CCc2ccccc2C1 (centres undefined) | 3% | . | -1 | 4%
3 | Cc1nnnn1/C(=C\c1ccccc1)C(=O)OCC(=O)N(C)C1CCS(=O)(=O)C1 (centres undefined) | -9% | -28% | -3 | 3%
4 | O=C(O)CCC(NC(=O)c1cncc(O)c1)C(=O)O (centres undefined) | 2% | -16% | -6 | 12%
5 | O=C(/C=C/c1ccco1)N(Cc1ccc(F)cc1)C1CCS(=O)(=O)C1 (centres undefined) | 4% | 0% | -1 | -6%
6 | COC(=O)C(NC(=O)c1ccc(F)cc1)(Nc1nc(C)cs1)C(F)(F)F (centres undefined) | 3% | -13% | 1 | 1%
7 | Cn1cc(C(=O)N2CCc3ccccc3C2)c(=O)c2cc(S(=O)(=O)N3CCCCC3)ccc21 | . | 3.7µM* | -2 | .
8 | COc1ccc([N+](=O)[O-])cc1N(CC(O)CN1C(=O)NC(C)(C)C1=O)S(=O)(=O)c1ccccc1 (centres undefined) | 0% | 15µM* | -6 | -4%
9 | CCC(=O)n1nc(-c2ccc(OC)cc2)nc1N | -2% | 16% | 3 | 1%
10 | COc1cc(-c2c(C#N)c(N)nc3c2CCCC3)cc(OC)c1OC | -5% | ? | -3 | 5%

nr | Pf growth 48h | LmPK inh | Shiga inhibitor
1 | -9% | 6% | -4
2 | ? | 1% | 10
3 | ? | 4% | 4
4 | . | 15% | -20
5 | 26% | 1% | 12
6 | ? | 3% | -14
7 | -17% | 3% | -16
8 | 22% | 6% | -15
9 | 27% | -4% | -4
10 | ? | -4% | -8

Additional records.
nr | molecule | AMA1-RON2 inh | Pf growth 96h | Cycloheximide cs | TbPYK inhibitor
11 | CCOc1ccc(-c2nnn(CC(=O)Nc3cc(OC)ccc3OC)n2)cc1OCC | -5% | 7% | -6 | -1%
12 | Cc1cccc(/N=C/C2=C(O)CC(C)(C)CC2=O)n1 | 27% | 11% | 1 | -8%
13 | COc1cc2c(cc1OC)C1(CCCC1)CNC2c1cccc([N+](=O)[O-])c1 (centres undefined) | -20% | 3.3µM* | -13 | -2%
14 | Cc1ccc2nc(SCc3cccc([N+](=O)[O-])c3)nc(C)c2c1 | -9% | 17% | -4 | -3%
15 | Cc1cc(=O)n2c(n1)NC(Nc1cccc(C)c1C)=NC2c1ccc(F)cc1 (centres undefined) | 7% | 1% | -1 | -1%
16 | CN(C)CCCNS(=O)(=O)c1ccc(N2CCC(c3ccc(Cl)cc3)=N2)cc1 | . | . | 2 | .
17 | CC1=C(C(N)=O)C(c2ccccn2)n2nc(SCc3ccccc3Cl)nc2N1 (centres undefined) | -5% | 3% | -4 | 6%
18 | O=C(O)c1ccccc1-c1ccccc1C(=O)NNc1ccc([N+](=O)[O-])cc1 | 1% | 28% | 1 | 4%
19 | CC(C)NC(=O)CN(C(=O)CCC(=O)Nc1nccs1)c1ccc(C(C)C)cc1 | 0% | 0% | -2 | -5%
20 | COc1ccc(F)cc1S(=O)(=O)Nc1cccc(C(=O)O)c1 | 12% | -14% | -2 | -9%

nr | Pf growth 48h | LmPK inh | Shiga inhibitor
11 | ? | 3% | -20
12 | 2% | -9% | 1
13 | ? | 2% | -26
14 | 28% | 2% | -22
15 | ? | 0% | -7
16 | 9.3µM* | 0% | 15
17 | -20% | 3% | -6
18 | 19% | 1% | 21
19 | -27% | 0% | -5
20 | -11% | 2% | -3

More records follow:
nr | molecule | AMA1-RON2 inh | Pf growth 96h | Cycloheximide cs | TbPYK inhibitor
21 | C=CCn1c(Sc2ccccc2)nc2c1c(=O)[nH]c(=O)n2C | 1% | 8% | -1 | -11%
22 | Cc1ccc(OCCn2cc(C#N)c3ccccc32)cc1 | 38%[activator] | ? | 1 | -5%
23 | O=C(Nc1ccnc(-c2cccnc2)n1)c1ccc(F)cc1 | . | 34%[activator] | -5 | .
24 | CC1(C)Cc2nc3[nH]c(=S)[nH]c(=O)c3cc2CO1 | 62%[activator] | 31%[activator] | -1 | 2%
25 | CCN1C(=O)[C@@H]2[C@@H](c3ccc(-c4ccccc4)cc3)N3CCCC[C@@]3(C(=O)OC)[C@@H]2C1=O | -14% | ? | . | 1%
26 | CC(C)CCNC(=O)c1cc(-c2cccs2)nc2ccccc12 | -4% | 24% | -2 | 1%
27 | Cc1ccc(S(=O)(=O)N=C2SCCCS2)cc1 | 0% | -29% | 3 | 2%
28 | COc1ccc(OC)c(NC(=O)CS(=O)(=O)Cc2nc(-c3ccccc3C)oc2C)c1 | -7% | 29% | -1 | ?
29 | CCOC(=O)N1CCN(C(=O)c2ccccc2NC(=O)c2ccc(C(C)(C)C)cc2)CC1 | 0% | ? | -2 | 3%
30 | COc1ccc(C2C(C#N)=C(/N=C/N3CCN(C)CC3)OC3=C2C(=O)CC(C)(C)C3)cc1OC (centres undefined) | 0% | 7% | -3 | -2%

nr | Pf growth 48h | LmPK inh | Shiga inhibitor
21 | 12µM* | -1% | -5
22 | 8.3µM* | 2% | 15
23 | -2% | 1% | 3
24 | 17% | -5% | 7
25 | 9.3µM* | . | .
26 | . | 0% | 15
27 | -4% | -2% | 26
28 | 13% | 1% | 8
29 | 10µM* | -1% | -3
30 | ? | 0% | -3

Next results.
nr | molecule | AMA1-RON2 inh | Pf growth 96h | Cycloheximide cs | TbPYK inhibitor
31 | CC1CCN(C(=O)CSc2nc3c(cnn3-c3ccc(Cl)cc3)c(=O)[nH]2)CC1 | -3% | 82%[activator] | -4 | 0%
32 | C=CCOc1ccc(/C=N/NC(=O)C(=O)Nc2ccccn2)cc1OC | 11% | 4.1µM* | 12* | 0%
33 | O=[N+]([O-])C1C(c2ccccc2)=NOC1c1ccccc1O (centres undefined) | 0% | ? | 24* | 2%
34 | CCCc1cc(C(=O)Nc2ccc(Cl)cn2)cs1 | 34%[activator] | -18% | 30* | 8%
35 | O=C(Cc1ccc(-n2c(=O)c3ccccc3n(Cc3cccc([N+](=O)[O-])c3)c2=O)cc1)NCC1CCCO1 (centres undefined) | . | ? | -1 | .
36 | CCCC(=O)Nc1nc(CC(=O)OCC)cs1 | -2% | 26% | 21 | -1%
37 | Cc1ccc(-c2c(C)n([O-])c3c([n+]2=O)CCCCC3)cc1 | -1% | -1% | -4 | -8%
38 | Cc1ccc(OC(C)C(=O)Nc2ccc(F)cc2)c([N+](=O)[O-])n1 (centres undefined) | 5% | 24% | . | -1%
39 | Cc1cc2nc3c(nc2cc1C)CCCC3 | 1% | 48%[activator] | 59* | 5%
40 | S=c1[nH]ncn1/N=C/c1ccc(N2CCOCC2)cc1 | 25% | 92%[activator] | 26* | -18%

nr | Pf growth 48h | LmPK inh | Shiga inhibitor
31 | -1% | 1% | -14
32 | 7% | 4% | 31
33 | 17% | -4% | 25*
34 | 274%[activator] | -5% | 58*
35 | ? | 2% | 12
36 | 40%[activator] | -6% | -1
37 | 2% | -1% | -13
38 | -28% | . | .
39 | 96%[activator] | -1% | 108*
40 | . | ? | 32*

The listing continues:
nr | molecule | AMA1-RON2 inh | Pf growth 96h | Cycloheximide cs | TbPYK inhibitor
41 | COc1ccc(CCNC(=O)Cn2nc(C)n3nc(-c4ccccc4)cc3c2=O)cc1OC | -5% | -14% | -2 | -2%
42 | CCc1cc(=O)oc2cc(C)cc(OCC(=O)NCC(O)c3ccccc3)c12 (centres undefined) | 10% | ? | 8 | -6%
43 | COc1ccc(N2CCc3c(C)nc4c(OC)cccc4c32)cc1 | 5% | ? | -6 | 3%
44 | C/C(=N\NC(=O)CN1CCN(S(=O)(=O)c2ccc(C)cc2)CC1)c1cccnc1 | 7%[2.32 µM] | 18% | -3 | 5%
45 | COc1cccc(N2CC(C(=O)Nc3nnc(SCC(=O)N4CCCC4)s3)CC2=O)c1 (centres undefined) | 3% | ? | -2 | -6%
46 | CNC(=S)N/N=C/c1ccc(N2CCOCC2)s1 | 83%[activator] | ? | 14 | -7%
47 | COc1cccc(CNC(=O)CCNC(=O)C2CCN(S(=O)(=O)c3ccc(F)cc3)CC2)c1 | -2% | 13% | -3 | -12%
48 | COC(=O)c1nn(-c2cccc(Cl)c2)ccc1=O | 17% | 23% | 5 | -2%
49 | Cc1ccc(Oc2nc(-c3ccccc3)ncc2S(=O)(=O)c2ccc(C)cc2)cc1 | 32%[activator] | -2% | -3 | -6%
50 | OCCC1CN(Cc2cccn2-c2ccccn2)CCN1C1CCCCC1 (centres undefined) | 4% | ? | -3 | -13%

nr | Pf growth 48h | LmPK inh | Shiga inhibitor
41 | 11% | 8% | 10
42 | ? | 7% | 2
43 | ? | 7% | 27
44 | 6% | -10% | 12
45 | ? | -8% | -10
46 | -15% | 0% | 33
47 | 9% | -1% | -3
48 | 8% | 0% | -5
49 | -28% | 3% | -2
50 | 18% | 6% | 13

Other records follow.
nr | molecule | AMA1-RON2 inh | Pf growth 96h | Cycloheximide cs | TbPYK inhibitor
51 | CC(C)CNC(=O)c1c(N)n(/N=C/c2cccnc2)c2nc3ccccc3nc12 | . | 3.3µM* | -4 | .
52 | CCC(CC)c1nc(C#N)c(NCc2ccccc2)o1 | -20% | ? | -6 | -5%
53 | O=C(Cc1ccccc1)Nc1ccccc1C(=O)N1CCCCCC1 | 0% | ? | 6 | -20%
54 | Cc1nnc(SCC(=O)c2ccccc2)n1Cc1ccccc1 | 4% | -25% | -9 | -3%
55 | CC1CCCC(NC(=O)c2ccc3c(c2)N(Cc2ccccc2)C(=O)CS3=O)C1C (centres undefined) | 7% | 10µM* | 4 | -2%
56 | CC(=O)Nc1ccc(-c2nnc(SCc3ccccc3C#N)n2C)cc1 | -12% | . | -4 | .
57 | CCOC(=O)N/N=C\c1ccc(OC(=O)c2ccco2)cc1 | 11% | -7% | 18 | 5%
58 | CCN(Cc1cnn(C)c1)Cc1nc(C(c2ccccc2)c2ccccc2)no1 | -4% | 30% | -1 | 0%

nr | Pf growth 48h | LmPK inh | Shiga inhibitor
51 | 6% | 10% | -29
52 | 5% | 1% | -6
53 | 37% | 0% | -7
54 | -6% | -2% | -11
55 | 17µM* | 2% | -5
56 | -2% | -1% | -21
57 | 3% | 16%[11.5 µM] | 18
58 | ? | 12% | -6

Part of the list above, screen by screen:
(54) Cc1nnc(SCC(=O)c2ccccc2)n1Cc1ccccc1
(58) CCN(Cc1cnn(C)c1)Cc1nc(C(c2ccccc2)c2ccccc2)no1
(51) CC(C)CNC(=O)c1c(N)n(/N=C/c2cccnc2)c2nc3ccccc3nc12
(56) CC(=O)Nc1ccc(-c2nnc(SCc3ccccc3C#N)n2C)cc1

screen / no.	54	58	51	56
AMA1-RON2 inh	4%	-4%	.	-12%
Pf growth 96h	-25%	30%	3.3µM*	.
Cycloheximide cs	-9	-1	-4	-4
TbPYK inhibitor	-3%	0%	.	.
Pf growth 48h	-6%	?	6%	-2%
LmPK inh	-2%	12%	10%	-1%
Shiga inhibitor	-11	-6	-29	-21
